SUMO HTRF inh: SUMOylation inhibition | P63279 | HTRF SUMOylation assay, SAE1/SAE2 + UBC9, in vitro | inhibition, % at 35 µM | 0.36% of 290,000 active | AID 2006; in the data active means inhibition above about 50%, passing the limit was not always enough; further: strong numbers were not always called active
GalR3 antag: human GalR3 antagonism | O60755 | 0.44% of 360,000 active | inhibition, % at 3 µM | AID 651719 | HEK293 GalR3-CNG cAMP membrane potential fluorescence; galR3 body fused to GalR1 C-terminus;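 active means inhibition above the screen-wide average plus 3 SD, cut at about 13% in these data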;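 further: forskolin and galanin both at EC90 stimulate the cells; cAMP rise reported by CNG channel membrane potential dye signal; 0% = forskolin plus galanin with DMSO and 100% = forskolin alone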
Target sequence (O60755 1-299 limits assumed): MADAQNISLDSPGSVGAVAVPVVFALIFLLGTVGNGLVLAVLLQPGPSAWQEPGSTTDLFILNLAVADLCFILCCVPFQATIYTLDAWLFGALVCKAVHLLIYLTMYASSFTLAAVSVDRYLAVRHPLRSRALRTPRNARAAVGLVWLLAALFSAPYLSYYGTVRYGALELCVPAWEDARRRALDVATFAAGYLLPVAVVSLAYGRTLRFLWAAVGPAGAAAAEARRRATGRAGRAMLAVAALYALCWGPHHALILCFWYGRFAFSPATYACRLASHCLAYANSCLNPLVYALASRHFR
FID counter: fluorescent intercalator displacement, NS3 helicase counter-screen | DNA fluorescent intercalator displacement, fluorescence | inhibition, % at 7.9 µM | 0.17% of 290,000 active | AID 1845; in the data active means inhibition above about 37%;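 further: 0% = vehicle and 100% = reference compound; higher means more ethidium bromide displaced from hairpin DNA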
NS3 helicase inh: HCV NS3 helicase inhibition | NS3 helicase DNA unwinding, Cy5 molecular beacon fluorescence | inhibition, % at 10.9 µM | 0.56% of 290,000 active;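 active means inhibition above the mean of all tested compounds plus 3 SD, set per campaign, cut at about 35% in these data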;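 further: 0% = DMSO wells and 100% = thioflavine S control wells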
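Measured by: Cy5 fluorescence, 0 and 60 min reads / Assay system: NS3 helicase fragment of HCV / Control set: low DMSO, high thioflavine S at 110 µM / Times: 1 h reaction at 25 °C, ATP-initiated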
MEKK2 WT-MEK5: raises or lowers MEK5 binding to wildtype human MEKK2 PB1 domain; Q9Y2U5; bead flow cytometry, Alexa488-MEK5 binding to MEKK2 WT; actives lie on both sides; binding response (% of control), % at 10 µM; 1.1% of 290,000 active; AID 1531; in the data active means binding response below about 67% or above about 130%
MEKK3 PB1 HTS: MEKK3-MEK5 PB1 interaction, increase or decrease. bead-based flow cytometry, Alexa488-MEK5 binding to MEKK3; actives lie on both sides; 0 = blocked by unlabeled MEK5, 100 = vehicle. binding response (% of control), % at 10 µM. AID 1529. 1.4% of 290,000 active. Q99759;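 active means binding response more than 3 SD above or below the average of its plate-row segment, actives on both sides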;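 further: Alexa488 bead fluorescence after subtracting the streptavidin-only scavenger bead signal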
Target sequence (Q99759 whole entry, looked up): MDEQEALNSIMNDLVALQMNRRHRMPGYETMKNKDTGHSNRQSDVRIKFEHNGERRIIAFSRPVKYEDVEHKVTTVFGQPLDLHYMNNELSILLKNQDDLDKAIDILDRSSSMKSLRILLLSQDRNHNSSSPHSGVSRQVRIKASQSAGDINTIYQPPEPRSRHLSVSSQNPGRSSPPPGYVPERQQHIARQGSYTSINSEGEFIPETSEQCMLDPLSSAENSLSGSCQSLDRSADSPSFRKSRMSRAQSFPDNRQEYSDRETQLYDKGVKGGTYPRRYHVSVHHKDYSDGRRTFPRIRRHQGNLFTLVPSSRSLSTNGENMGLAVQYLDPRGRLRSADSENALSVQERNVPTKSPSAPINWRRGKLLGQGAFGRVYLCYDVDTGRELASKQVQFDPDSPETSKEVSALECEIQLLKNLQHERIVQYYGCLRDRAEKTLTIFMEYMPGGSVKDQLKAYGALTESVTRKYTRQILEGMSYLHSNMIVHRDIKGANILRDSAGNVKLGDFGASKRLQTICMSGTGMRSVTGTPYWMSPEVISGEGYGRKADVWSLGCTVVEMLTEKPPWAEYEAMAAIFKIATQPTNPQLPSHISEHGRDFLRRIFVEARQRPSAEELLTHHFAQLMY
CRFR2-BP antag: blocks CRF-induced signaling of the CRF-BP/CRF-R2 complex | 0.59% of 350,000 active | HEK293 CRF-R2/CRF-BP, CRF-induced calcium fluorescence | inhibition, % at 11.8 µM;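 active means inhibition of the ligand-induced calcium signal above about 50% at the single tested concentration, limit read from the data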
CRFBP-R2 agonist: agonists of human CRF-binding protein/CRF-R2 receptor complex; HEK293 CRF-R2/CRF-BP, calcium dye fluorescence (FLIPR); percent of saturating CRF peptide response; activation, % at 13.2 µM; 0.46% of 350,000 active;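 active means activation of at least 50%, plus an integration ratio under a set limit after plate pattern correction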;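 further: plate controls were neutral control wells without compound for no effect and CRF at EC100 for full effect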
MEKK2 mut-MEK5: signal of MEK5 binding to mutant human MEKK2 PB1 domain. bead flow cytometry, Alexa488-MEK5 binding to MEKK2 mutant. percent response, % at 10 µM. 0.35% of 290,000 active. AID 1530; in the data active means percent response above about 24%, passing the limit was not always enough; further: inactives centre near 1; some results filed as inactive read as strong as hits
* marks the source's active call; other numbers are inactive results; x = no result given; [ ] = dose if it differs, or a comment. The list is partial. The share of hits here may be higher or lower than overall.

No.	compound	SUMO HTRF inh	GalR3 antag	FID counter	NS3 helicase inh	MEKK2 WT-MEK5	MEKK3 PB1 HTS	CRFR2-BP antag	CRFBP-R2 agonist	MEKK2 mut-MEK5
1	Nc1ccc2nc3c(c(Cl)c2c1)CCCC3	43	1	-3	0	84	83	-6	3.2	-20
2	COc1ccccc1N1CCN(CCCCOc2c(OC)cccc2OC)CC1	-7	-6	4	-4	108	107	9	0.5	1
3	Cc1cccc(N(CC(=O)NC2CCCCC2)C(=O)c2ccc(C)s2)c1	-10	-2	-32	10	103	101	-6	-0.2	4
4	COc1ccc(C(O)Cn2cc([N+](=O)[O-])nc2C)cc1 (centres undefined)	-4	-4	0	-8	79	84	-5	-0.5	-13
5	CC(C)COc1ccc(C(=O)Nc2ccc(NC(=O)c3ccco3)c(Cl)c2)cc1	25	0	-1	-15	101	103	-5	2.1	2
6	COc1ccccc1CNC(=O)CCNC(=O)Cn1ccc2ccccc2c1=O	10	-1	-10	-18	103	102	10	-1.5	-2
7	Cc1cccc(NC(=O)CSc2nnc(C)c(C)n2)c1	-1	-7	-4	-4	96	104	0	0.8	-7
8	CC(C)CCc1noc(CN2CCN(CC(=O)NC(C)C)CC2)n1	5	-5	-18	0	102	101	8	0.8	-1
9	Cc1cc(F)c(F)cc1C(=O)N1CCCC1	10	0	1	10	95	101	5	2.1	0
10	COc1cc(CNc2ccc(N3CCOCC3)cc2)cc(Br)c1OC	3	-5	2	19	97	100	9	0.6	-1
11	COc1ccc(C(=O)Nc2cc(Cl)cc(Cl)c2)c(OC)n1	18	0	1	-6	101	103	-18	0.2	3
12	COC(=O)c1ccc(/C=N/NC(=S)NC(C)C)cc1	-4	-5	-14	9	100	100	-6	-4.8	-1
13	COc1ccc(/C=C(/NC(=O)c2ccc([N+](=O)[O-])cc2)C(=O)NCCCN(C)C)cc1	15	-5	25	-14	x	x	-4	-0.1	x
14	Cn1c(SCc2cccnc2)nc2cccnc21	-7	-1	2	4	105	98	-8	-0.1	4
15	Cc1cc(=O)cc(C)n1-c1ccccc1Br	3	-8	-2	-8	115	114	7	-0.7	19
16	Cc1ccc(NC(=O)c2ccco2)c(NC(=O)c2ccccc2)c1	2	-1	-6	11	-12*[inhibitor]	0.0*[inhibitor]	12	-0.8	-26
17	C/C(CC1(O)C(=O)N(Cc2ccccc2)c2ccccc21)=N\O (centres undefined)	-3	-2	-6	8	103	104	9	-0.9	2
18	Cc1cc(S(=O)(=O)N2CCCC(C)C2)ccc1-n1cnnn1 (centres undefined)	5	-2	-14	4	96	101	9	-0.1	-5
19	CCCC(=O)Nc1c2c(nn1-c1ccc([N+](=O)[O-])cc1)CS(=O)(=O)C2	0	-8	-1	8	99	97	26	-1.3	0
20	CCCc1ccc2oc(C(=O)NCCN3CCCC(C(N)=O)C3)c(C)c2c1 (centres undefined)	0	-8	10	-15	112	102	6	-0.9	6
21	O=C(NCc1ccccc1)C(=O)NCC1COc2ccccc2O1 (centres undefined)	-4	-4	-1	-5	97	88	-5	-0.9	4
22	CC1(C)OC(=O)N(NCc2ccccc2)C1(C)O (centres undefined)	4	-11	-5	4	107	108	37	2.3	10
23	Cc1ccc2cccc(OCc3ccc(Br)cc3)c2n1	14	-10	-19	-1	110	106	-12	-9.2	9
24	CC(=O)Nc1nnc(-c2ccccn2)o1	28	0	0	7	103	134*	14	-0.4	0
25	COc1ccc(C(=O)N/N=C(\C)c2cccc(NC(=O)c3ccc(F)cc3)c2)c(OC)c1	-12	-1	-25	18	102	102	-3	2.9	1
26	C=CCCC(=O)Nc1nc(C)c(-c2csc(Nc3cc(Cl)ccc3OC)n2)s1	22	-4	1	-7	109	107	-7	-0.4	4
27	Cc1nn(-c2ccccc2)c(C)c1/C=N/n1c(-c2ccncc2)n[nH]c1=S	11	-2	0	1	102	104	-52	1.7	0
28	CCOC(=O)c1c(C)nc(C)c(C(=O)OCC)c1-c1cccc(N)c1	7	-5	-18	1	105	105	-6	-1.2	6
29	Cc1ccc(-c2nc3cccnc3s2)cc1NC(=O)C1c2ccccc2Oc2ccccc21	15	x	-15	-3	100	108	1	0.5	-4
30	C[C@H](NC(=O)C1CCN(S(=O)(=O)c2ccccc2)CC1)C(=O)NCc1ccc(F)cc1	-1	-7	-20	-6	102	104	10	-0.8	2
31	CC1CN(CC(=O)Nc2ccc(S(N)(=O)=O)cc2)CC(C)O1 (centres undefined)	17	x	-1	5	107	107	5	-1.9	5
32	CCOc1ccccc1N(CC(=O)N1CCc2ccccc2C1)S(C)(=O)=O	2	-9	-20	0	106	105	36	-2.9	5
33	CCOC(=O)COc1nc(-c2ccccc2)cc(-c2ccco2)c1C#N	0	-6	-9	10	87	91	5	2.2	-7
34	COc1ccc(NS(=O)(=O)c2cccc(NC(=O)NCCCl)c2)cc1	18	-4	8	-7	105	106	47	0.9	-2
35	O=C(NC1CCCCC1)c1ccc(CS(=O)Cc2ccc(Cl)cc2)o1 (centres undefined)	4	-6	-48	6	102	98	3	-1.6	1
36	COc1ccc(CN2CCN(C(C)C(=O)N(C)Cc3cccc(F)c3)CC2)cc1OC (centres undefined)	18	-12	4	-2	104	102	-5	-0.5	5
37	CCCOC(=O)c1c(NC(=O)CCCn2nc([N+](=O)[O-])cc2C)sc(C(=O)OC)c1C	-8	3	-2	-2	96	96	1	0.7	-2
38	CCc1nnc(NC(=O)CSc2nnc(-c3ccccc3O)n2-c2ccc(C)cc2C)s1	10	-3	-11	0	98	102	5	-0.2	0
39	O=C(COC(=O)c1ccc(Cl)c([N+](=O)[O-])c1)NC1CCCC1	6	-12	1	-6	110	110	2	0.8	11
40	Cc1cccc(-n2c(-c3csc4ccccc34)n[nH]c2=S)c1	0	-6	-16	3	96	98	16	-0.6	-2
41	CN(C)S(=O)(=O)N1CCN(CC(=O)Nc2ccc(F)cc2)CC1	2	8	0	4	106	106	1	3.5	4
42	CCOC(=O)C1=C(c2ccccc2)OC(N)=C(C#N)C1C(C)C (centres undefined)	17	-9	-19	-9	105	105	4	-2.2	6
43	Cc1nc(SCc2ccc(OCCC(C)C)cc2)n[nH]1	4	-5	-16	-4	100	98	-24	-0.2	-1
44	O=C(CCCCCN1C(=O)c2ccccc2C1=O)Nc1ccccc1	6	-10	-12	3	99	101	12	-0.9	2
45	CC(NC(=O)CCCc1ccccc1)c1ccncc1 (centres undefined)	9	-9	-7	2	100	101	3	3.2	2
46	CCOc1ccc(CN2CCCC(CNC(=O)c3ccc(F)cc3)C2)cc1CO (centres undefined)	19	-3	8	-6	106	100	-3	-1.0	3
47	COC(=O)c1scc(C)c1NC(=O)CC1NCCNC1=O (centres undefined)	21	-3	-2	2	108	122	7	-0.2	21
48	S=C(NCCc1ccccc1)N1CCn2cccc2C1c1ccncc1 (centres undefined)	20	5	-8	-5	105	110	-5	-0.5	0
49	CC(NCc1cccs1)C(=O)NC1CCCCC1 (centres undefined)	20	8	6	7	98	99	5	0.2	0
50	O=C(COC(=O)CCCc1nc2ccccc2s1)NC(=O)NCc1ccco1	13	0	-31	0	94	98	-3	0.1	-5
51	CC1CCC(C(=O)NC(C(=O)N2CCc3ccccc3C2)C(C)C)CC1 (centres undefined)	-6	-3	-8	4	90	92	-36	-1.4	-4
52	O=C(Nc1ccccc1N1CCN(C(=O)c2ccccc2)CC1)c1ccc(Cl)cc1	-5	-9	-32	-2	101	106	-9	-0.6	-4
53	Cc1cccc2cc(C(c3nnnn3CC3CCCO3)N3CCCc4ccccc43)c(=O)[nH]c12 (centres undefined)	15	-6	-5	0	67	70	-5	3.7	-12
54	Cc1[nH]c2ccccc2c1/C=N/Nc1nc(N2CCCCC2)nc(N2CCCCC2)n1	23	1	-9	0	98	97	-11	-1.4	-1
55	COC(=O)c1[nH]c2ccc(C)cc2c1NC(=O)CN1CCC(C)CC1	20	-5	-6	-1	109	106	-7	-1.4	5
56	COC(=O)c1cn(CC(=O)Nc2ccc(OC)cc2)c2ccccc12	1	-7	-15	-6	108	104	0	-0.2	4

Following part
No.	compound	SUMO HTRF inh	GalR3 antag	FID counter	NS3 helicase inh	MEKK2 WT-MEK5	MEKK3 PB1 HTS	CRFR2-BP antag	CRFBP-R2 agonist	MEKK2 mut-MEK5
57	O=C(Nc1ccccc1N1CCCCC1)c1ccc(Cl)c([N+](=O)[O-])c1	-16	-10	3	0	98	99	-15	-0.4	-4
58	CC(=O)Nc1ccc(C(=O)n2nc(C)cc2C)cc1	-18	-6	0	-3	106	91	10	13	3
59	Cc1ccccc1C(=O)NC(NC(=O)c1ccccc1C)c1cccc([N+](=O)[O-])c1	9	2	0	9	100	100	3	0.0	1
60	COCCN(Cc1nc(-c2ccc(-c3ccccc3)cc2)oc1C)C(C)C	-3	-8	9	-25	114	103	15	-3.2	4
61	CCN(CC)S(=O)(=O)c1ccc2[nH]cc(C(=O)NCCN3CCCCC3C)c(=O)c2c1 (centres undefined)	18	-6	6	-4	x	x	23	-6.1	x
62	O=C1C(Cl)=C(Nc2ccc(O)cc2)C(=O)c2ccccc21	6	-7	11	19	91	86	86*	-3.6	-13

Three of these compounds in another layout:
#59 Cc1ccccc1C(=O)NC(NC(=O)c1ccccc1C)c1cccc([N+](=O)[O-])c1
#60 COCCN(Cc1nc(-c2ccc(-c3ccccc3)cc2)oc1C)C(C)C
#61 CCN(CC)S(=O)(=O)c1ccc2[nH]cc(C(=O)NCCN3CCCCC3C)c(=O)c2c1 (centres undefined)

compound no.	59	60	61
SUMO HTRF inh	9	-3	18
GalR3 antag	2	-8	-6
FID counter	0	9	6
NS3 helicase inh	9	-25	-4
MEKK2 WT-MEK5	100	114	x
MEKK3 PB1 HTS	100	103	x
CRFR2-BP antag	3	15	23
CRFBP-R2 agonist	0.0	-3.2	-6.1
MEKK2 mut-MEK5	1	4	x

Screening results deposited in PubChem BioAssay by several laboratories.
